TMEM16A inh – mouse TMEM16A channel inhibition, primary screen; AID 588511; HEK293 TMEM16A/YFP iodide influx fluorescence, ionomycin; normalized B-score (activity score, 25-100; higher = stronger inhibition) at 10 µM; 310,000 tested, 1.2% active;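 active = ratio plate-corrected score three or more library SD toward inhibition, starting fluorescence score within five deviations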;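 note: score derived from kinetic fluorescence span divided by baseline fluorescence per well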
Target sequence (Q8BHY3 whole entry, looked up): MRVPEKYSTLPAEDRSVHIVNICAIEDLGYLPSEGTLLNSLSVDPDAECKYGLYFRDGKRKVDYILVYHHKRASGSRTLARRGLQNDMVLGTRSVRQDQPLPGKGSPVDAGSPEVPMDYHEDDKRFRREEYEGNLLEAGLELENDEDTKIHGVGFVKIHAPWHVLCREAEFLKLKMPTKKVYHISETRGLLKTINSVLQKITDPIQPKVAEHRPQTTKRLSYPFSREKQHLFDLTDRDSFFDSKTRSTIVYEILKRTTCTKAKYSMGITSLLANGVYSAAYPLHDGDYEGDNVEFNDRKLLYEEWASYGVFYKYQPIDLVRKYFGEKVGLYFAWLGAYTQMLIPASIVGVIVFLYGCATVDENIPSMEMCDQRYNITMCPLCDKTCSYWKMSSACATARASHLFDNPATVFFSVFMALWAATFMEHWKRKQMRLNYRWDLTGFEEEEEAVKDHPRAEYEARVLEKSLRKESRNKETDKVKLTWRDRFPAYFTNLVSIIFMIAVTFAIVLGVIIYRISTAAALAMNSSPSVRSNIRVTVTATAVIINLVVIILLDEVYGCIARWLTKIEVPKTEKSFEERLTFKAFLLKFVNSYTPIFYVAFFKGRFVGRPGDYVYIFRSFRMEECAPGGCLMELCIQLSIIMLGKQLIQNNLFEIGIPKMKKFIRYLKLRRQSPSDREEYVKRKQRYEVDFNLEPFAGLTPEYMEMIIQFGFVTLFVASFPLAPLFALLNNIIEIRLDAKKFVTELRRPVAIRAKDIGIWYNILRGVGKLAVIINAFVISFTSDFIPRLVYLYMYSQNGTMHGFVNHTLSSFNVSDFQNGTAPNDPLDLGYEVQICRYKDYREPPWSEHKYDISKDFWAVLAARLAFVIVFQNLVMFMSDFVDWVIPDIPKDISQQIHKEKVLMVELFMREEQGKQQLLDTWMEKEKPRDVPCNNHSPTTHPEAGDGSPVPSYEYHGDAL
TRPC4 block – TRPC4 (mouse) channel inhibition. Q9QUQ5. HEK293 TRPC4beta/mu-opioid, DAMGO-evoked Fluo4 calcium flux; hits give low values. B-score at 10 µM. 300,000 tested, 0.39% active. AID 2247;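 active = B-score over 3 SD under the library average, no early fluorescence shift, positive overall ratio signal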
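material = TRPC4beta/mu-opioid receptor HEK293 cell line | probe or stimulus = sequential submaximal and maximal DAMGO stimulation | compound dosing = one concentration per compound | measured by = Fluo4 Ca2+ flux fluorescence | evaluation = integrated fluorescence ratio relative to baseline, converted to per-well B score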
RGS4 block – human RGS4 inhibition; HEK293 M3R/RGS4 inducible, Fluo-4 calcium flux; hits give high values; triggered by carbachol at its EC20; B-score at 10 µM; 310,000 tested, 0.45% active;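 active = B-score, a plate-corrected calcium signal, over three deviations above library mean, with baseline fluorescence within five deviations of library mean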;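 note: RGS4 expression induced by doxycycline in cells with stable M3 receptor; B-score is computed from the integrated fluorescence ratio over baseline after carbachol; higher B-score means a larger calcium signal and so more RGS4 inhibition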
TRPC6 inhibitor – blocks the mouse TRPC6 cation channel; Q61143; HEK293-TRPC6, membrane potential dye, ACh-evoked depolarization; hits give low values; B-score at 10 µM; 310,000 tested, 1.1% active; AID 2553;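 active = B-score under library mean minus 3 SD, initial fluorescence not abnormally high, positive integrated signal ratio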;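 note: B-score derived from integrated fluorescence ratio over the kinetic read; more negative B-score means stronger inhibition of depolarization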
TRPC6 activator – mouse TRPC6 channel activation; Q61143; HEK293-TRPC6 membrane potential dye fluorescence; hits give high values; B-score at 10 µM; 310,000 tested, 0.13% active; AID 2550;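 active = B-score of the integrated fluorescence ratio above library mean plus 3 SD, and starting fluorescence ratio within library mean plus 5 SD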;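 note: higher score means more depolarization so channel activation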
MrgX1 antagonist – blocks BAM8-22 activation of human MrgX1 receptor | B-score at 10 µM | 310,000 tested, 1.3% active | MRGX1-HEK293 calcium flux, Fluo-4, BAM8-22 antagonism; hits give low values;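 active = calcium-response B-score plate-corrected more than 3 library SD below zero, starting fluorescence within 5 deviations, no agonist response on first addition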;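 note: peak minus trough fluorescence over baseline after final BAM8-22 challenge near maximal dose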
MrgX1 allo act – human MrgX1 positive allosteric modulation, primary screen. Q96LB2. MrgX1-HEK293, Fluo-4 calcium flux, FDSS; hits give high values. B-score at 10 µM. 310,000 tested, 0.63% active. AID 588675;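 active = plate-corrected calcium response at least 3 library SD above typical, normal starting fluorescence, not activating the receptor alone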;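 note: compound read alongside a low EC10 to EC30 dose of BAM8-22 agonist; peak minus trough fluorescence over baseline measured at the second addition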
TRPC4 PAM – allosteric potentiators of mouse TRPC4 channel; B-score at 10 µM; 310,000 tested, 0.42% active; Q9QUQ5; HEK293 TRPC4beta/mu-opioid, DAMGO EC20, Fluo-4 Ca2+ flux; hits give high values;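 active = B-score of calcium response area above 5 SD of library B-scores, with initial fluorescence ratio within 5 SD of library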;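 note: B-score of integrated fluorescence ratio over time as area under calcium response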
TRPC4 act – activators of mouse TRPC4 channel | Q9QUQ5 | HEK293 TRPC4beta/mu-opioid, Fluo4 calcium fluorescence; hits give high values | B-score at 10 µM | 310,000 tested, 0.49% active | AID 2237;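 active = B-score above 5 SD of library B-scores, and initial fluorescence ratio not above library mean plus 5 SD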;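 note: positive B-score marks a calcium rise read as TRPC4 activation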
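Assay system – TRPC4beta and mu-opioid receptor HEK293 stable cells · Measured by – Fluo4 fluorescence, kinetic · Schedule – dye loading 45 min room temperature, 110 s kinetic read · Read-out – B-scored integrated calcium fluorescence ratio · Controls – buffer and maximal DAMGO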
TMEM16A act – activates or potentiates the mouse TMEM16A chloride channel. HEK293 TMEM16A/YFP-H148Q/I152L, iodide quench fluorescence; hits give low values. B-score at 10 µM. 340,000 tested, 0.3% active;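 active = fluorescence-ratio B-score plate-corrected deviation score at least 3 library SD below zero, with starting fluorescence score within 5 deviations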;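 note: channel opened by trigger with iodide after compound preincubation; score built on the fluorescence ratio of max minus min over baseline; more negative score means more quench and so TMEM16A activation or potentiation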
MrgX1 agonist – agonists of human MrgX1 receptor. MrgX1-HEK293 cells, Fluo-4 calcium fluorescence, agonist mode; hits give high values. 310,000 tested, 0.44% active. B-score at 10 µM;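 active = calcium response B-score plate-corrected fluorescence ratio at least 3 library SD, with starting fluorescence B-score inside 5 SD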
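Assay system: stable human MrgX1 HEK293 cell line. Quantity: 15,000 cells per well. Schedule: cells plated overnight, dye loaded 0.5 h 37 °C, 0.5 h room temperature. Detection: Fluo-4 NW calcium-flux fluorescence, kinetic read. Read-out basis: peak-minus-minimum fluorescence over baseline, converted to B scores. Control set: positive and negative control wells on each plate.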
Numbers without * were called inactive; i = inactive; x = not tested or not shown.

Order of values: TMEM16A inh	TRPC4 block	RGS4 block	TRPC6 inhibitor	TRPC6 activator	MrgX1 antagonist	MrgX1 allo act	TRPC4 PAM	TRPC4 act	TMEM16A act	MrgX1 agonist
- CCCCOc1ncnc2c1[nH]c1ccc(C)cc12
 : i	i	i	i	i	i	i	i	i	x	i
- O=C(NCC1CCCCC1)C12CN(Cc3ccccc3)CC1C(c1cccc([N+](=O)[O-])c1)=NO2 (stereo not given)
 : i	i	i	i	i	i	i	i	i	i	i
- CC(C)(C)NCCOCCOc1ccccc1-c1ccccc1
 : i	i	i	i	i	i	i	i	i	i	i
- CSC1=NCCN1S(=O)(=O)c1ccc(F)cc1
 : i	i	i	i	i	i	i	i	i	i	i
- Cc1ccc(-c2ccc(/C=C(\C#N)C(=O)Nc3cc(C)nn3-c3ccccc3)o2)cc1
 : i	i	i	i	i	i	i	i	i	x	i
- CCCCc1c(O)nc(SCC(=O)c2ccccc2)n(-c2ccccc2C)c1=O
 : i	i	i	i	i	i	i	i	i	i	i
- O=C(NCc1ccccc1)C(c1ccc(F)cc1)N(Cc1cccs1)C(=O)c1cnccn1 (stereo not given)
 : i	i	i	i	i	i	i	i	i	i	i
- CCn1nc2cc(C(=O)NCCc3cccs3)ccc2c1OC
 : i	i	i	i	i	i	i	i	i	i	i
- CC1Cc2cc(/C(O)=C3/C(=O)C(=O)N(CCN4CCOCC4)C3c3cccc(O)c3)ccc2O1 (stereo not given)
 : i	i	i	i	i	i	i	i	i	i	i
- CCc1cccc(C)c1NC(=O)CSc1nnc(CCCOc2ccc(Cl)cc2Cl)n1C
 : i	i	i	i	i	i	i	i	i	i	i
- COc1ccc(-n2nc(C(=O)N3CCCCC3)c3ccccc3c2=O)cc1
 : i	x	x	x	x	i	i	x	x	i	i
- Cc1ccc(S(=O)(=O)N(C)CC(=O)Nc2ccc(C)cn2)cc1
 : i	i	i	i	i	i	i	i	i	i	i
- COC(=O)CSc1nnc(-c2sc3cc(OC)ccc3c2Cl)n1C
 : i	-6*	i	i	i	i	i	i	i	i	i
- COc1ccccc1/C=C(/C(=O)OCC(=O)Nc1ccccc1C)c1ccccc1
 : i	i	i	i	i	i	i	i	i	i	i
- Cc1ccc(N(Cc2cc3cc(C)ccc3[nH]c2=O)S(=O)(=O)c2ccccc2)cc1
 : i	i	i	i	i	i	i	i	i	i	i
- Cc1cc2nc3n(c2cc1C)CC1CC(C(=O)NCc2cccc(Br)c2)N(C)C31 (stereo not given)
 : i	i	i	i	i	i	i	i	i	i	i
- CCN(CC)c1ccc(/C=N/NC(=O)c2ccc3nc[nH]c3c2)cc1
 : i	i	i	i	i	i	i	i	i	i	i
- Cc1ccn2c(C(=O)NN=C3CCCCCCC3)c(C)nc2c1
 : i	i	i	i	i	i	i	i	i	i	i
- CC(c1ccccc1)n1cc(C(=O)NCC2CCCO2)nn1 (stereo not given)
 : i	i	i	i	i	i	i	i	i	i	i
- COc1ccc(C(=O)Nc2nccs2)cc1OC
 : i	i	i	i	i	i	i	i	i	i	i
- CC(C)C[C@H](NC(=O)OC(C)(C)C)C(=O)NCC1CCC(C(=O)N[C@@H](Cc2ccccc2)C(=O)O)CC1 (stereo not given in full)
 : i	i	i	i	i	i	i	i	i	i	i
- Cc1nnc(SCC(=O)NC2CCCC2)n1CCc1ccccc1
 : i	i	i	i	i	i	i	i	i	i	i
- Cn1c(CN2CCOCC2)nc2cc(NC(=O)c3ccc(Cl)cc3)ccc21
 : 100*	i	i	i	i	i	i	i	i	i	i
- FC(F)(F)c1nc2ccccc2nc1N/N=C/c1c(Cl)cccc1Cl
 : i	i	i	i	i	i	i	i	i	i	i
- N/C(=N\OC(=O)c1ccc2c(c1)OCO2)c1ccncc1
 : i	i	i	i	i	i	i	i	i	i	i
- O=C(COc1ccc(F)cc1)Nc1nc2c(s1)CCCC2
 : i	i	i	i	i	i	i	i	i	i	i
- COC(=O)c1sccc1NC(=O)Nc1cccc(C)c1
 : i	i	i	i	i	i	i	i	i	i	i
- O=C(OC1Cn2c(=O)ccc(=O)n2C1)c1ccccc1
 : i	i	i	i	i	i	i	i	i	i	i
- O=C(Nc1ccc(Oc2cccnc2)cc1)C1CCN(Cc2cc(Cl)ccc2O)CC1
 : i	i	i	i	i	i	i	i	i	i	i
- Cc1cc(S(=O)(=O)Nc2ccc(C(=O)NCC3(N4CCCCC4)CCCCC3)cc2)ccc1F
 : i	i	i	i	i	i	i	i	i	i	i
- Cc1cc(/C=C(\C#N)C(=O)NCc2ccco2)c(C)n1C1CCCC1
 : i	i	i	i	i	i	i	i	i	i	i
- CCOCCCn1c(SCC(=O)Nc2cc(OC)ccc2OC)nc2ccccc2c1=O
 : i	i	i	i	i	i	i	i	i	i	i
- CCOC(=O)N1CCN(C(=O)CSc2nnc(-c3ccc(C(C)(C)C)cc3)o2)CC1
 : i	i	i	i	i	i	i	i	i	i	i
- Cc1ccc(S(=O)(=O)N2CCN(C(=O)c3ccc(OCc4c(C)noc4C)cc3)CC2)cc1
 : i	i	i	i	i	i	i	i	i	i	i
- C[C@@H]1CCC[C@@]2(O[C@@H](CCO)C[C@H](O)[C@H]2O)O1
 : i	i	i	i	i	i	i	i	i	i	i
- CCOc1cccc(CNc2ccc(O)cc2)c1OCc1ccc(Cl)cc1Cl
 : i	i	i	i	i	i	i	i	i	i	i
- CCOc1cc(C(=O)NC(C)C2CCCO2)cc(OCC)c1OCC (stereo not given)
 : i	i	i	i	i	i	i	i	i	i	i
- N/C(=N\OC(=O)c1ccc2ccccc2c1)c1ccccn1
 : i	i	i	i	i	i	i	i	i	i	i
- O=C(NN1CCOCC1)c1cc(Cl)ccc1Cl
 : i	i	i	i	i	i	i	i	i	i	i
- Cc1ccnc2ccc(SC(F)(F)F)cc12
 : i	i	i	i	i	i	i	i	i	i	i
- COCCCNC(=S)N1CCCN(c2nc3c(C)c(C)ccc3cc2C#N)CC1
 : i	i	i	i	i	i	i	i	i	i	i
- COc1ccc(NC(=S)NC(=O)/C=C/c2ccco2)cc1
 : i	i	i	i	i	i	i	i	i	i	i
- Cc1cc(C)n2nc(SCC(=O)N(CC(C)C)c3c(N)n(CC(C)C)c(=O)[nH]c3=O)nc2n1
 : i	i	i	i	i	i	i	i	i	i	i
- CCOC(=O)CNS(=O)(=O)CCN1C(=O)c2ccccc2C1=O
 : i	i	i	i	i	i	i	i	i	i	i
- Cc1ccc2nc3c(c(C(=O)OC4CCOC4=O)c2c1)CCCC3 (stereo not given)
 : i	i	i	i	i	i	i	i	i	i	i
- COc1ccccc1C(=O)NCCC(=O)NCC(c1ccco1)N1CCCCC1 (stereo not given)
 : i	i	i	i	i	i	i	i	i	i	i
- COc1ccc(NC(=O)Cn2cnc3c(cnn3-c3ccc(C)c(C)c3)c2=O)c(OC)c1
 : i	i	i	i	i	i	i	i	i	i	i
- COc1ccc(-c2ccc(C#N)c(SCC(=O)OCc3ccccc3)n2)cc1OC
 : i	i	i	i	i	i	i	i	i	i	i
- CN(C)S(=O)(=O)c1cccc(NC(=O)c2cc(-c3cccs3)nc3ccccc23)c1
 : i	i	i	i	i	i	i	i	i	i	i
- CC(C)c1cc(C(=O)N2CCCC(N3CCN(c4ccccc4F)CC3)C2)nc(N)n1 (stereo not given)
 : i	i	i	i	i	i	i	i	i	i	i
- CN1C(=S)SC(N(O)C(=O)NC2CCCCC2)C1(C)C (stereo not given)
 : i	i	i	i	i	i	i	i	i	i	i
- COc1ccc(-c2nnc3ccc(SCC(=O)Nc4nc5ccccc5s4)nn23)cc1OC
 : i	i	i	i	i	i	i	i	i	i	i
- O=[N+]([O-])c1ccccc1S(=O)(=O)NCCSc1ccccc1
 : i	i	i	i	i	i	i	i	i	i	i
- Cc1[nH]c2ccccc2c1C(=O)C(=O)N1CCN(C)CC1
 : i	i	i	i	i	i	i	i	i	i	i
- C=CCSC1=C(C#N)C(c2ccccc2Cl)CC(=O)N1 (stereo not given)
 : i	i	i	i	i	i	i	i	i	i	i
- O=C(Cn1cc([N+](=O)[O-])cn1)NCc1ccco1
 : i	i	i	i	i	i	i	i	i	i	i
- CCOC(=O)N1CCC(=NNc2ccc(S(N)(=O)=O)cc2[N+](=O)[O-])CC1
 : i	i	i	i	i	i	i	i	i	i	i
- COC(=O)C1(CO)NC(c2ccc(C)cc2)C2C(=O)N(c3ccccc3)C(=O)C21 (stereo not given)
 : i	i	i	i	i	i	i	i	i	i	i
- Cc1cc(NC(=O)CSc2nnc(Nc3ccccc3)s2)no1
 : i	i	i	i	i	i	i	i	i	i	i
- CCc1cc2c(=O)c(-c3nc4ccccc4n3C)c(COCC(=O)O)oc2cc1OC(=O)C(C)(C)C
 : i	i	i	i	i	i	i	i	i	i	i

Further entries
Order of values: TMEM16A inh	TRPC4 block	RGS4 block	TRPC6 inhibitor	TRPC6 activator	MrgX1 antagonist	MrgX1 allo act	TRPC4 PAM	TRPC4 act	TMEM16A act	MrgX1 agonist
- COc1cccc(C(=O)c2c[nH]c(C(=O)NCCCN(C)C)c2)c1
 : i	i	i	i	i	i	i	i	i	i	i
- CC(=O)c1nc(-c2ccccc2)sc1C
 : i	i	i	i	i	i	i	i	i	i	i
- O=C(NCc1cccs1)c1ccc([N+](=O)[O-])cc1
 : i	i	i	i	i	i	i	i	i	i	i
- NS(=O)(=O)c1ccc(N/N=C/c2ccccc2C(=O)O)c([N+](=O)[O-])c1
 : i	i	i	i	i	i	i	i	i	i	i
- O=C(/C=C/c1ccc(Cl)cc1)Nc1ccc(N2CCOCC2)cc1
 : i	i	i	i	i	i	i	i	i	i	i
- COc1cccc(C(=O)Nc2cccc(-c3nc4ncccc4o3)c2C)c1
 : i	i	i	i	i	i	i	i	i	i	i
- COCCCNC(=S)NCCc1ccc(F)cc1
 : i	i	i	i	i	i	i	i	i	i	i
- COc1ccc(NC(=S)N2CCN(CCN3C(=O)c4cccc5cccc(c45)C3=O)CC2)cc1
 : i	i	i	i	i	i	i	i	i	i	i
- CCOC(=O)c1[nH]cnc1C(=O)Nc1ccccc1
 : i	i	i	i	i	i	i	i	i	i	i
- COc1cc(N)c(Cl)cc1Cl
 : i	i	i	i	i	i	i	i	i	i	i

Screening results deposited in PubChem BioAssay by Johns Hopkins Ion Channel Center.
